# PRC2 inh: EZH2 (human) methyltransferase inhibition. Q15910. PRC2 H3K27 methylation, DELFIA TRF, 1 h. inhibition, % at 12.5 µM. hit rate 0.35% among 57,000. AID 651548;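 active = mean inhibition of replicates at least 50% and every single replicate also reaching 50%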;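 also: dimethyl H3K27 on biotinylated H3 21-44 peptide detected by antibody; plate controls were median neutral control wells for no effect and median positive control wells for full effect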
# IDH1 R132H inh: IDH1 R132H (human) inhibition | O75874 | IDH1 R132H reductase, diaphorase/resazurin fluorescence, 60 min | inhibition, % at 10 µM | hit rate 0.18% among 70,000; in the data active = inhibition above about 34%;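 also: 0% = DMSO and 100% = no enzyme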
# Target sequence (O75874 whole entry R132H): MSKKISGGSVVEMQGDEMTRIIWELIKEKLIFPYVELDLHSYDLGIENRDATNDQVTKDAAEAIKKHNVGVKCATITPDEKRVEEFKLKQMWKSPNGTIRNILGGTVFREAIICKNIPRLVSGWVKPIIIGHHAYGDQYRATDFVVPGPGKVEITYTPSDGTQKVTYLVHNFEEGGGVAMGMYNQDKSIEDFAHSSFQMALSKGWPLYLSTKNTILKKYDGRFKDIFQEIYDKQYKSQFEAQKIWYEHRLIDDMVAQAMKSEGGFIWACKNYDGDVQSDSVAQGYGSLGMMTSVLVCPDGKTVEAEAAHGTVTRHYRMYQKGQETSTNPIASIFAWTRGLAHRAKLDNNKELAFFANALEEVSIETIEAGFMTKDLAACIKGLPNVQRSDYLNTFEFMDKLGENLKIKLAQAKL
# An asterisk follows results filed as active; . = no result given; & = joins results of further samples. Only part of the results is shown. The share of hits here may be higher or lower than overall.
# The first three records, to show the layout:
SMILES,PRC2 inh,IDH1 R132H inh
C[C@@H]1CN([C@@H](C)CO)C(=O)CCCn2nncc2CO[C@@H]1CN(C)Cc1cccnc1,-2,.
CCC(=O)Nc1ccc2c(c1)OC[C@H](C)N(Cc1ccccc1F)C[C@@H](C)[C@@H](OC)CN(C)C2=O,-11,0.0
CO[C@@H]1CN(C)C(=O)c2ccc(NC(=O)c3ccccc3)cc2OC[C@H](C)N(C(=O)C2CC2)C[C@@H]1C,-8,.

# The whole of this part, from the start:
SMILES,PRC2 inh,IDH1 R132H inh
C[C@@H]1CN([C@@H](C)CO)C(=O)CCCn2nncc2CO[C@@H]1CN(C)Cc1cccnc1,-2,.
CCC(=O)Nc1ccc2c(c1)OC[C@H](C)N(Cc1ccccc1F)C[C@@H](C)[C@@H](OC)CN(C)C2=O,-11,0.0
CO[C@@H]1CN(C)C(=O)c2ccc(NC(=O)c3ccccc3)cc2OC[C@H](C)N(C(=O)C2CC2)C[C@@H]1C,-8,.
CCCc1cn(CC[C@H]2CC[C@@H](NC(=O)Nc3ccccc3F)[C@@H](CO)O2)nn1,-5,0.2
C[C@@H]1CCCCO[C@H](CN(C)C(=O)Nc2ccc(C(F)(F)F)cc2)[C@H](C)CN([C@H](C)CO)C(=O)c2cc(NC(=O)Nc3ccc(C(F)(F)F)cc3)ccc2O1,.,1.2
O=c1oc(-c2ccc(C(F)(F)F)cc2)nn1Cc1cc(Cl)ccc1O,37,0.3
CCC(=O)N(C)C[C@@H]1Oc2cc(C#Cc3ccccc3)ccc2S(=O)(=O)N([C@H](C)CO)C[C@H]1C,-11,0.1
CO[C@H]1CN(C)C(=O)c2ccc(NC(=O)c3ccccc3)cc2OC[C@H](C)N(C)C[C@@H]1C,-4,0.1
COc1ccccc1NC(=O)N[C@H]1CC[C@H](CCNS(=O)(=O)c2ccc(F)cc2)O[C@@H]1CO,-8,-0.1
O=C(C[C@@H]1C[C@@H]2c3cc(NC(=O)NC4CCCCC4)ccc3O[C@@H]2[C@H](CO)O1)NCC(F)(F)F,5,-0.1
C[C@@H]1CN([C@H](C)CO)C(=O)c2cccc(NS(C)(=O)=O)c2O[C@@H]1CN(C)Cc1ccc2c(c1)OCO2,7,0.5
C[C@H]1CN([C@@H](C)CO)C(=O)c2cccc(NC(=O)c3cnccn3)c2O[C@H]1CN(C)C(=O)Nc1ccc(F)cc1,20,-0.1
CC(C)=CCc1c(O)ccc2c(=O)c(-c3ccc(O)cc3)coc12,.,0.5
CCS(=O)(=O)Nc1ccc2c(c1)C(=O)N(C)C[C@H](OC)[C@@H](C)CN(C(=O)c1ccc3c(c1)OCO3)[C@@H](C)CO2,2,-0.2
Cc1noc(C)c1S(=O)(=O)Nc1ccc2c(c1)C(=O)N([C@H](C)CO)C[C@H](C)[C@@H](CN(C)CC1CC1)OCCCC[C@@H](C)O2,.,-1.2
COc1ccc(CN(C)C[C@H]2Oc3ccc(NC(=O)Nc4ccc(F)cc4)cc3CC(=O)N([C@H](C)CO)C[C@H]2C)cc1,.,1.0
COc1ccc(C)cc1S(=O)(=O)N1CCCC(C(=O)Nc2cccc(SC)c2)C1 (stereo not given),18,-0.8
C[C@H](CO)N1C[C@H](C)[C@H](CN(C)C(=O)Nc2ccccc2F)Oc2cc(-c3ccccc3)ccc2S1(=O)=O,-5,.
COC(=O)[C@H](Cc1ccccc1)N1C(=O)O[C@H](Cc2ccccc2)[C@@H]1/C=C/C1CC1,56*,.
C[C@@H]1CN([C@@H](C)CO)C(=O)c2cc(NS(C)(=O)=O)ccc2O[C@@H](C)CCCCO[C@@H]1CN(C)CC1CCCCC1,-13,.
O=C(C[C@@H]1C[C@H]2c3cc(NC(=O)C4CCOCC4)ccc3O[C@H]2[C@H](CO)O1)NCc1ccccc1F,-3,-4.0
CN(C)C(=O)C[C@@H]1C[C@@H]2c3cc(NC(=O)NC4CCCCC4)ccc3O[C@@H]2[C@H](CO)O1,17,-0.5
COc1ccccc1-c1ccc2c(c1)O[C@H](CN(C)C(=O)c1ccncc1)[C@H](C)CN([C@@H](C)CO)S2(=O)=O,.,0.3
CCCCCCCCCC(O)CC(O)CC(O)CC1CC=CC(=O)O1 (stereo not given),.,3.0
CCOc1ccc(-n2nc3ccc(NC(=O)COc4ccccc4)cc3n2)cc1,-1,-0.1
C/C=C/C=C/C(=O)N1CC[C@]23c4ccccc4N[C@H]4N(C)c5cccc6c5[C@]42CCN([C@H]6C2OC2(C)C)[C@H]13 (stereo not given in full),.,0.1
C[C@H](CO)N1C[C@H](C)[C@@H](CN(C)Cc2ccc(C(=O)O)cc2)Oc2c(NC(=O)C3CCOCC3)cccc2C1=O,7,1.6
C[C@H](CO)N1C[C@H](C)[C@H](CN(C)CC2CCOCC2)Oc2ncc(C3=CCCCC3)cc2C1=O,.,-0.2
CO[C@H](C(=O)N(C)C[C@H]1OCc2ccccc2-c2c(n(C)c3ccccc23)C(=O)N([C@@H](C)CO)C[C@@H]1C)c1ccccc1,6,.
O=C(CSc1nnnn1C1CCCCC1)Nc1ccccc1[N+](=O)[O-],8,-0.6
COc1ccc(-c2cn(CC[C@H]3CC[C@H](NC(=O)Cc4ccccn4)[C@@H](CO)O3)nn2)cc1,2,0.2
C[C@@H]1CN([C@H](C)CO)C(=O)c2cc(NC(=O)Cn3cnnn3)ccc2O[C@@H]1CN(C)C(=O)Nc1cccc2ccccc12,.,0.0
CC(C)NC(=O)N(C)C[C@@H]1OCCCC[C@H](C)Oc2ccc(NS(=O)(=O)c3cn(C)cn3)cc2C(=O)N([C@H](C)CO)C[C@@H]1C,.,1.3
C[C@H]1CN([C@@H](C)CO)C(=O)c2cccc(NS(C)(=O)=O)c2O[C@@H]1CN(C)Cc1ccc(Oc2ccccc2)cc1,.,0.4
C[C@@H]1CN([C@H](C)CO)C(=O)c2cc(NC(=O)Nc3ccc(F)cc3)ccc2O[C@@H]1CN(C)Cc1ccc(Oc2ccccc2)cc1,.,-0.3
COc1ccccc1NC(=O)CC1COc2ccccc2O1 (stereo not given),-9,-0.6

# Part of the list above, with two lines to a compound.
# Results follow in this order: PRC2 inh | IDH1 R132H inh
> COc1ccccc1-c1ccc2c(c1)O[C@H](CN(C)C(=O)c1ccncc1)[C@H](C)CN([C@@H](C)CO)S2(=O)=O
→ . | 0.3
> O=C(C[C@@H]1C[C@@H]2c3cc(NC(=O)NC4CCCCC4)ccc3O[C@@H]2[C@H](CO)O1)NCC(F)(F)F
→ 5 | -0.1

# The listing continues.
SMILES,PRC2 inh,IDH1 R132H inh
C[C@H](CO)N1C[C@H](C)[C@@H](CN(C)S(C)(=O)=O)Oc2cc(C#Cc3ccc(F)cc3)ccc2S1(=O)=O,7,-7.0
C[C@H](CO)N1C[C@H](C)[C@@H](CN(C)C(=O)c2ccncc2)OCc2cnnn2CCCC1=O,-3,2.9
C#Cc1ccc([C@H]2C=C(C(=O)Nc3ccccc3)O[C@@H](OCCCCO)C2)cc1,-4,.
C[C@H]1CN([C@@H](C)CO)C(=O)c2cc(NS(=O)(=O)c3ccc(Cl)cc3)ccc2O[C@H]1CN(C)S(C)(=O)=O,.,1.0
C[C@H]1CN([C@@H](C)CO)C(=O)Cc2cc(NS(=O)(=O)c3ccc(Cl)cc3)ccc2O[C@@H]1CN(C)C(=O)Nc1ccccc1,15,-1.0
COc1cccc(C(=O)Nc2ccc3c(c2)C(=O)N(C)C[C@H](OC)[C@H](C)CN(C(C)=O)[C@@H](C)CO3)c1,-5,-0.2
COc1ccc(NC(=O)Nc2ccc3c(c2)C(=O)N([C@H](C)CO)C[C@H](C)[C@@H](CN(C)C(=O)c2ccccc2)OCCCC[C@@H](C)O3)cc1,.,0.8
C[C@H](CO)N1C[C@H](C)[C@H](CN(C)C(=O)Nc2ccccc2)Oc2ncc(-c3ccccc3)cc2C1=O,.,-3.8&0.0
COc1ccccc1NC(=O)N[C@@H]1CC[C@H](CC(=O)NCc2ccc(Cl)c(Cl)c2)O[C@@H]1CO,2,0.0
C[C@@H]1CCCCO[C@@H](CN(C)S(=O)(=O)c2cn(C)cn2)[C@@H](C)CN([C@H](C)CO)C(=O)c2cc(NS(=O)(=O)c3cn(C)cn3)ccc2O1,.,-1.5
CO[C@@H]1CN(C)C(=O)c2ccc(NS(=O)(=O)c3ccccc3)cc2OC[C@@H](C)NC[C@@H]1C,2,0.0
C[C@@H]1CN([C@H](C)CO)C(=O)Cc2cc(NC(=O)Cc3ccccc3)ccc2O[C@H]1CN(C)S(=O)(=O)c1ccccc1,-1,-0.1

# Quoted at random: 2 compounds from above.
SMILES,PRC2 inh,IDH1 R132H inh
C[C@@H]1CN([C@H](C)CO)C(=O)Cc2cc(NC(=O)Cc3ccccc3)ccc2O[C@H]1CN(C)S(=O)(=O)c1ccccc1,-1,-0.1
COc1ccc(NC(=O)Nc2ccc3c(c2)C(=O)N([C@H](C)CO)C[C@H](C)[C@@H](CN(C)C(=O)c2ccccc2)OCCCC[C@@H](C)O3)cc1,.,0.8

# Next part
SMILES,PRC2 inh,IDH1 R132H inh
C[C@H]1CN([C@@H](C)CO)S(=O)(=O)c2ccc(C3=CCCCC3)cc2O[C@@H]1CN(C)S(C)(=O)=O,-1,.
C[C@H](CO)N1C[C@H](C)[C@@H](CN(C)C(=O)c2cnccn2)Oc2ncc(-c3ccccc3F)cc2C1=O,4,-2.7
CNC[C@H]1OCCCC[C@@H](C)Oc2ccc(N(C)C)cc2C(=O)N([C@H](C)CO)C[C@H]1C,5,3.4
CO[C@@H]1CN(C)C(=O)c2ccc(NC(=O)Nc3cc(F)ccc3F)cc2OC[C@H](C)N(C(=O)c2ccccn2)C[C@@H]1C,0,0.2
C[C@@H]1CN([C@@H](C)CO)C(=O)c2cccc(NC(=O)c3cnccn3)c2O[C@@H]1CN(C)Cc1ccc(Cl)c(Cl)c1,-19,.
Cc1cccc(NC(=O)COc2ccc3c(=O)c(-c4ccccc4)coc3c2)c1C,4,-0.1
C[C@@H]1CN([C@H](C)CO)C(=O)c2cc(NS(=O)(=O)c3cccs3)ccc2O[C@@H]1CN(C)Cc1ccc(-c2ccccc2)cc1,54*,-1.2
COc1ccc(NC(=S)Nc2cnn(C)c2C(N)=O)c(OC)c1,11,-0.1
CCCNC(=O)Nc1ccc2c(c1)OC[C@@H](C)N(C(=O)C1CCCCC1)C[C@@H](C)[C@@H](OC)CN(C)C2=O,-10,0.0
C[C@H]1CN([C@@H](C)CO)C(=O)c2cc(NC(=O)NC3CCCCC3)ccc2O[C@H]1CN(C)Cc1ccc2c(c1)OCO2,-3,2.0
COc1ccc(CN(C)C[C@@H]2Oc3ccc(NC(=O)Cc4cn(C)c5ccccc45)cc3CC(=O)N([C@@H](C)CO)C[C@@H]2C)cc1,0,-11
C[C@@H]1CCCCO[C@H](CN(C)S(=O)(=O)c2ccc(F)cc2)[C@H](C)CN([C@@H](C)CO)C(=O)c2cc(N(C)C)ccc2O1,-1,-1.9
O=C(Cc1ccccn1)NCC[C@H]1CC[C@@H](NC(=O)CN2CCOCC2)[C@H](CO)O1,4,-0.2
CC(=O)N(C)C[C@H]1Oc2cc(C#CC(C)C)ccc2S(=O)(=O)N([C@@H](C)CO)C[C@H]1C,-10,-0.4
Cc1noc(C)c1NC(=O)Nc1cccc2c1O[C@@H](CN(C)Cc1ccc3c(c1)OCO3)[C@@H](C)CN([C@H](C)CO)C2=O,-5,0.8
COc1ccc(S(=O)(=O)N(C)C[C@@H]2Oc3ccc(NS(=O)(=O)c4ccc(C)cc4)cc3C(=O)N([C@H](C)CO)C[C@H]2C)cc1,.,-7.9
CCC(Sc1nnnn1C)C(=O)Nc1cccc([N+](=O)[O-])c1 (stereo not given),5,0.2
C[C@H]1CN([C@@H](C)CO)C(=O)c2ccccc2-c2ccccc2CO[C@@H]1CN(C)S(=O)(=O)c1ccc(C#N)cc1,-16,0.4
CO[C@@H]1CC[C@@H]2CCOc3c(C#N)cccc3C(=O)N(C)C[C@@H](C)C(=O)N(C)C[C@H]1O2,2,0.5
C[C@@H]1CN([C@@H](C)CO)C(=O)c2cccc(NC(=O)c3ccc(-c4nccs4)cc3)c2O[C@@H]1CN(C)Cc1ccc(Oc2ccccc2)cc1,.,-0.5
CNC[C@H]1Oc2c(NC(=O)c3cnccn3)cccc2C(=O)N([C@@H](C)CO)C[C@@H]1C,0,1.1
COc1ccc(-c2ccc3c(c2)O[C@H](CN(C)C)[C@@H](C)CN([C@@H](C)CO)S3(=O)=O)cc1,4,0.2
C[C@@H]1CN([C@H](C)CO)S(=O)(=O)c2ccc(/C=C/c3ccccc3)cc2O[C@H]1CN(C)C(=O)Nc1cc(F)ccc1F,-22,1.6
COc1ccc(C)cc1S(=O)(=O)N1CCC(C(=O)Nc2cc([N+](=O)[O-])ccc2C)CC1,-1,0.0
C[C@@H]1CN([C@@H](C)CO)C(=O)c2cc(NC(=O)Nc3ccccc3)ccc2O[C@@H](C)CCCCO[C@H]1CN(C)CC1CCCCC1,.,2.3
CN(C)CC(=O)Nc1ccc2c(c1)[C@@H]1C[C@H](CC(=O)NCc3cc(F)ccc3F)O[C@@H](CO)[C@@H]1O2,2,0.2
CS(=O)(=O)N(CC(=O)Nc1ccccc1C(=O)O)c1cccc(C(F)(F)F)c1,-17,0.0
COc1ccc(CN(C)C[C@H]2OCCCC[C@H](C)Oc3ccc(NC(=O)C4CCCCC4)cc3C(=O)N([C@H](C)CO)C[C@@H]2C)cc1,.,-0.1
C[C@H](CO)N1C[C@H](C)[C@H](CN(C)S(=O)(=O)c2ccc(Cl)cc2)Oc2ccc(NC(=O)CCCCCC(=O)Nc3ccccc3N)cc2C1=O,-15,-0.1
CCC(=O)Nc1ccc2c(c1)OC[C@H](C)N(CC1CCCCC1)C[C@@H](C)[C@@H](OC)CN(C)C2=O,-3,.
